mIAP act – activators of mouse IAP, primary screen, biochemical, luminescence, uHTS. intestinal alkaline phosphatase [Mus musculus]. muIAP, CDP-Star luminescence, 30 min; stronger effect = higher value; 1 = vehicle-only enzyme signal, 0 = enzyme-free wells. activation factor at 10 µM. 0.24% of 330,000 active. AID 2805, 2010;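 active means activation factor of at least 2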; further: the source names both 10 and 20 µM as test concentration; values of inactives mirror those of a sister screen read the other way
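System: mouse IAP enzyme. Reagent: CDP-Star chemiluminescent phosphatase substrate. Benchmarks: DMSO wells, no-enzyme wells. Times: 30 min enzyme-substrate-compound incubation at room temperature. Detection: luminescence from enzymatic CDP-Star hydrolysis. Doses: test compounds delivered from DMSO solution.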
mIAP block – inhibitors of mouse IAP, primary screen, biochemical, luminescence, uHTS. intestinal alkaline phosphatase [Mus musculus]. purified mouse IAP, CDP-Star luminescence, 30 min. inhibition, % at 10 µM. 0.2% of 330,000 active. AID 2806, 2010;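 active means inhibition of at least 40% at 10 µM in the primary screen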;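 further: plate controls were DMSO with enzyme for no effect and no enzyme wells for full effect; values of inactives mirror those of a sister screen read the other way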
A3G deaminase – APOBEC3G DNA deaminase inhibitors, primary screen, biochemical, fluorescence, single-stranded DNA substrate, uHTS. 0.28% of 330,000 active. AID 493012, 2011. inhibition, % at 20 µM. recombinant A3G, ssDNA deamination FAM/TAMRA fluorescence. DNA dC->dU-editing enzyme APOBEC-3G (Homo sapiens), Q9HC16;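 active means inhibition of at least 40% at 20 µM, with no more than 30% in the related APOBEC3A deaminase screen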;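 further: plate controls were DMSO wells with A3G for no effect and wells lacking A3G enzyme for full effect; some compounds called inactive have numbers as strong as hits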
Target sequence (Q9HC16 whole entry, looked up): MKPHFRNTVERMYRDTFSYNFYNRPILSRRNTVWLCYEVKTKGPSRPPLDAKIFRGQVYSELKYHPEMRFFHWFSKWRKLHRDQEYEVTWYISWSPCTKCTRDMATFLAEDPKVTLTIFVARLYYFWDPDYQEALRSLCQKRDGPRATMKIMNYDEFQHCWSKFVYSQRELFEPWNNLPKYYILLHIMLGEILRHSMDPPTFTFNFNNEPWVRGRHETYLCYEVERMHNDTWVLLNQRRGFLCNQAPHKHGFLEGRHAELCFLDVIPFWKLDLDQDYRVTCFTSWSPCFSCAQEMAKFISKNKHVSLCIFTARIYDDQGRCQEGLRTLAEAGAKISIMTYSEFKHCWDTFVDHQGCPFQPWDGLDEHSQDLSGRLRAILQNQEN
NLRP3 yeast inh – NALP3 inflammasome inhibitors in reconstituted yeast, primary screen, luminescence, uHTS; Yeast reconstituted NLRP3/ASC/caspase-1, beta-gal luminescence, 24 h; inhibition, % at 10 µM; 0.39% of 330,000 active;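 active means inhibition of 50% or more; inactive means inhibition below 50%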;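 further: plate controls were induced DMSO wells for no effect and uninduced yeast grown without galactose for full effect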
A3A deaminase – APOBEC3A ssDNA deaminase inhibitors, primary screen, selectivity assay for APOBEC3G inhibitor project, biochemical, FAM/TAMRA oligo cleavage fluorescence | recombinant A3A, FAM/TAMRA ssDNA deamination fluorescence | 0.41% of 330,000 active | AID 493011, 2011 | inhibition, % at 20 µM;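 active means at least 40% inhibition at 20 µM here, with at most 30% in a related deaminase screen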;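 further: plate controls were A3A with DMSO for no effect and wells lacking A3A enzyme for full effect; some results filed as inactive read as strong as hits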
Target sequence (P31941 whole entry, looked up): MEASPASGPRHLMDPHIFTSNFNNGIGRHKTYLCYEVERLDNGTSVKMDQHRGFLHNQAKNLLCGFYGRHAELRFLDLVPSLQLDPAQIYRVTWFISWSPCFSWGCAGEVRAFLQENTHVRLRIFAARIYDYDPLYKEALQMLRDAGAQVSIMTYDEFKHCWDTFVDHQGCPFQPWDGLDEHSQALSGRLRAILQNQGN
beta cell repl – inducers of MIN6 beta-cell proliferation, primary screen, ATP luminescence, uHTS; MIN6 cells proliferation, ATPlite luminescence, 48 h; cells starved in 0.2% serum; 100% = growth in 10% serum; proliferation, % at 10 µM; 0.29% of 330,000 active; AID 2380, 2010;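 active means compounds whose signal lies at least 3.5 SD above the mean of all wells on their plate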;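 further: 0% = DMSO-treated cells in low-serum medium and 100% = 10% serum control; some compounds called inactive have numbers as strong as hits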
hIAP activ – human IAP activators, primary screen, biochemical, luminescence, uHTS | AID 2524, 2010 | 0.16% of 330,000 active | Intestinal-type alkaline phosphatase (Homo sapiens), P09923 | activation factor at 10 µM | purified human IAP, CDP-Star luminescence, 30 min; stronger effect = higher value; 1 = vehicle-only enzyme, 0 = enzyme-free background;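 active means activation factor of the enzyme at least 2-fold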; further: the source names both 10 and 20 µM as test concentration; values of inactives mirror those of a sister screen read the other way
hIAP block – human IAP inhibitors, primary screen, biochemical, luminescence, uHTS. Intestinal-type alkaline phosphatase (Homo sapiens), P09923. purified IAP, CDP-Star luminescence, 30 min. inhibition, % at 10 µM. 0.12% of 330,000 active. AID 2544, 2010;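 active means inhibition reaching a set limit with compound at 10 µM in the primary screen, cut at about 35% in these data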;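 further: plate controls were DMSO wells with enzyme for no effect and no-enzyme buffer wells for full effect; values of inactives mirror those of a sister screen read the other way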
SENP1 FRET inh – human SENP1 catalytic domain inhibitors, primary screen, biochemical, FRET, uHTS | recombinant SENP1 catalytic domain, CyPet-SUMO1-YPet FRET cleavage | inhibition, % at 10 µM | 0.21% of 360,000 active;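 active means inhibition at least 30% at 10 µM, raw YFP signal under a set limit, fluorescence ratio 0.5 to 1.5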;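 further: 0% = enzyme with DMSO and 100% = no enzyme wells; some results filed as inactive read as strong as hits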
Target sequence (Q9P0U3 419-644 limits assumed): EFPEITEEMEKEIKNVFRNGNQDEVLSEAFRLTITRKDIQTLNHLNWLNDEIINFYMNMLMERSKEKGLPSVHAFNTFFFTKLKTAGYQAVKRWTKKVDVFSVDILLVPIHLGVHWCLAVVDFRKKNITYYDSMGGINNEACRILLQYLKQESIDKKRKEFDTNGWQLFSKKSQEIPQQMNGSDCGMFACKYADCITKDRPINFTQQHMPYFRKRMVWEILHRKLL
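System: Recombinant human SENP1 catalytic domain, His6-tagged | Incubation: Enzyme reaction for 50 min at room temperature, dark | Medium: Tris pH 8 with BME, BSA, NP40 and catalase | Also added: 25 nM SUMO1 FRET substrate | Compound: 10 µM single point, 0.5% DMSO | Measured by: FRET fluorescence in CFP and YFP emission channels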
Active calls of the source: *; x = not tested or not shown.

SMILES	mIAP act	mIAP block	A3G deaminase	NLRP3 yeast inh	A3A deaminase	beta cell repl	hIAP activ	hIAP block	SENP1 FRET inh
Cc1ccc(S(=O)(=O)N2CCCC(C(=O)Nc3cccnc3)C2)cc1 (configuration not stated)	1	-1	-8	1	1	-2	1.6	-55	1
Cc1ccc(C(=O)N(Cc2sccc2C)C2CCS(=O)(=O)C2)cc1 (configuration not stated)	1.1	-6	2	17	0	-5	0.91	9	3
COc1ccc(C(CNC(=O)Cc2ccc3ccccc3c2)N(C)C)cc1 (configuration not stated)	1.1	-5	-3	16	-2	2	0.92	8	-5
O=C(CSc1ncn[nH]1)OCN1C(=O)c2ccccc2C1=O	0.97	3	-5	10	-3	-1	0.97	2	1
O=C(CSc1ncccn1)Nc1cc(Cl)ccc1[N+](=O)[O-]	1.1	-13	2	13	5	0	1.1	-13	-1
CCOC(=O)c1ccc(NC(=O)/C=C/c2cccs2)cc1	0.95	5	-8	46	0	1	0.96	4	2
CC(C(=O)Nc1cccc([N+](=O)[O-])c1)N(c1ccccc1)S(C)(=O)=O (configuration not stated)	0.96	4	-2	-3	0	4	0.88	12	0
CC(NC(C)c1ccccc1Cl)C(=O)Nc1cccc(S(=O)(=O)N2CCCCC2)c1 (configuration not stated)	1.2	-22	-4	16	2	-5	1	-2	3
O=C(CS(=O)CC(=O)Nc1cccnc1)Nc1ccc(F)cc1 (configuration not stated)	1.1	-8	-7	4	-3	1	1.2	-18	1
Cc1nnc(NC(=O)CN2CCN(Cc3c(Cl)cccc3Cl)CC2)s1	1	0	-12	14	-4	-2	1.4	-43	1
CCOc1ccc(NC(=O)COC(=O)CC2CC3CCC2C3)cc1 (configuration not stated)	1.1	-12	-3	19	-1	-1	0.87	13	3
Cc1onc(-c2c(F)cccc2Cl)c1C(=O)N=C(N)N1CCCC1	1	0	-3	20	-3	3	0.88	12	-1
COc1cc2c(cc1OC)C1CC(=O)C(CC(C)C)CN1CC2 (configuration not stated)	1.1	-5	-9	14	-2	3	1	-2	-117
O=S(=O)(c1ccc(Oc2ccc(F)c(Cl)c2)nc1)N1CCOCC1	1	-1	-3	13	1	13*	0.89	12	0
Cc1ccc2nc(CCc3nc4ccc(C)cc4[nH]3)[nH]c2c1	1.1	-6	-9	16	0	0	2.3*	-133	10
Cc1sc2nc(CN3CCC(C)CC3)nc(Cl)c2c1C	1.1	-8	-7	14	-5	-6	1.2	-21	x
Cc1[nH]c(=O)[nH]c(=O)c1S(=O)(=O)N1CCCC(C(=O)NCc2ccccc2Cl)C1 (configuration not stated)	0.95	5	-5	16	-5	0	1	-3	2
O=C(O)c1ccc(NC(=O)c2cn(-c3ccccc3)nc2-c2ccc(Cl)cc2)cc1	0.91	9	0	8	4	-5	0.95	4	3
Cc1c(NC(=O)C(C)N2C(=O)C3C4C=CC(C4)C3C2=O)c(=O)n(-c2ccccc2)n1C (configuration not stated)	1.1	-12	-8	4	1	-1	1.1	-14	0
CC1CCC(NC(=O)CCCCn2c(=O)[nH]c3ccsc3c2=O)CC1 (configuration not stated)	1	-4	-4	6	-3	0	1.1	-6	3
COC(=O)c1c(C(=O)OC)c(-c2cccc(Cl)c2)n2c1CS(=O)C2 (configuration not stated)	0.9	10	-4	4	2	0	1	-4	-17
COc1cc(C(=O)NNC(=O)COc2ccc(C)cc2)ccc1OCC(=O)N1CCOCC1	0.93	7	-6	14	-2	-1	1.3	-34	1
O=C1Nc2ccccc2Nc2ncccc21	1.1	-10	-6	-10	-2	-1	1	0	1
COc1cccc(/C=C2\N=C(c3c(-c4ccccc4)noc3C)OC2=O)c1OC	1	0	-2	8	2	-2	0.79	22	2
NS(=O)(=O)c1ccc(CNC(=O)c2ccc(Cl)c([N+](=O)[O-])c2)cc1	0.98	2	-2	11	2	-5	1	-1	1

(more compounds)
SMILES	mIAP act	mIAP block	A3G deaminase	NLRP3 yeast inh	A3A deaminase	beta cell repl	hIAP activ	hIAP block	SENP1 FRET inh
O=C(Cn1cnc2c(OCc3ccccc3)ncnc21)NCc1ccccn1	1.1	-7	-3	13	-1	1	1.1	-10	0
CN(C=C1C(=O)CC(C)(C)CC1=O)CCN1CCNCC1	1.1	-5	2	21	3	0	0.93	8	-3
COC(OC)C(C)NC(=O)NC(=O)c1ccccc1Cl (configuration not stated)	0.93	7	-4	3	-1	-1	1.1	-6	1
COc1ccc(C(=O)Nc2ccccc2C(N)=O)cc1	0.87	13	-10	4	-4	-4	1.1	-8	2
CN(C(=O)COC(=O)c1ccccc1SCC(=O)N1CCCC1)C1CCS(=O)(=O)C1 (configuration not stated)	1	0	0	2	7	-2	0.96	4	3
CCOC(=O)C1CCN(c2nc3cc(OC)ccc3cc2C#N)CC1	0.91	10	0	6	-3	-1	0.98	2	-36
COc1ccc(Oc2cccc(Cl)c2CNC(=O)c2ccccc2C(=O)O)cc1	0.93	7	3	15	1	-1	1.1	-6	0
COC(=O)CC1C(=O)NCCN1C(=S)Nc1cc(C)cc(C)c1 (configuration not stated)	1.1	-9	5	5	1	-2	1.1	-14	0
CCN=c1scc(-c2ccco2)n1/N=C/c1ccc(O)cc1	0.88	12	-3	15	-3	-4	0.92	8	0
CN(CC(=O)Nc1ccc(F)cc1)C(=O)CSc1nccn1C	0.9	10	-11	13	-3	0	0.97	3	1
CC(C)CN(CC(C)C)C(=O)c1cc(S(=O)(=O)N2CCCCC2)c[nH]1	0.99	1	-6	3	-4	1	1.3	-28	1
O=C(O)c1ccc(Cl)c(S(=O)(=O)Nc2ccc(OCc3ccccc3)cc2)c1	0.88	12	-4	4	-2	0	1	-4	1
COc1ccc(-n2nc(C(N)=O)c(O)cc2=O)cc1	1	-5	-4	13	-2	-2	1.1	-7	2
Cc1cccc(OC2(c3ccccc3)OC(=O)c3ccccc32)c1C (configuration not stated)	0.89	12	-3	-5	1	-6	1	-1	2
Cc1ccc(N(Cc2cc3cccc(C)c3[nH]c2=O)S(=O)(=O)c2ccccc2)c(C)c1	1	-3	22	5	54*	-4	1	-4	4
Cn1c(N)c(C(=O)COc2ccc(Cl)cc2Cl)c(=O)n(C)c1=O	0.99	1	-5	16	1	0	1.2	-17	-18
COc1cccc(/C=N/NC(=O)c2ccoc2C)c1	0.98	2	-9	16	-3	-2	0.95	4	4
CCCc1cc(=O)[nH]c(SCc2nc3ccccc3s2)n1	0.93	7	-7	15	-2	-1	0.88	12	-6
O=C(NC1CCCCCC1)c1ccc(=O)n(Cc2ccccc2)n1	0.92	8	-3	9	2	-2	0.88	12	0
COC(=O)c1ccc(Cn2nnc3c(=O)[nH]c(C4CCCN(S(=O)(=O)c5ccc(C)cc5)C4)nc32)cc1 (configuration not stated)	0.91	10	-3	11	-5	11*	0.99	1	2
Cc1onc(-c2c(F)cccc2Cl)c1C(=O)N1CCCC1	0.92	8	-5	13	0	3	1.1	-13	-1
COc1ccc(N(C(=O)c2cccnc2)S(=O)(=O)c2cc(OC)ccc2OC)cc1	0.97	3	-6	15	-4	-1	1	0	0
O=C1c2c([N+](=O)[O-])cc([N+](=O)[O-])cc2S(=O)N1Cc1ccccc1 (configuration not stated)	1	-3	38	16	2	-3	1.1	-12	2
CCCCn1nnc(NC(=O)c2ccc(-c3ccccc3)cc2)n1	0.96	4	-9	-10	-6	-2	0.99	1	0
O=C(NCc1ccc(F)cc1)c1cccc(S(=O)(=O)N2CCOCC2)c1	0.94	6	-10	6	-1	0	0.92	8	3

6 entries out of the list, sorted by molar mass, falling:
SMILES	mIAP act	mIAP block	A3G deaminase	NLRP3 yeast inh	A3A deaminase	beta cell repl	hIAP activ	hIAP block	SENP1 FRET inh
CN(C(=O)COC(=O)c1ccccc1SCC(=O)N1CCCC1)C1CCS(=O)(=O)C1 (configuration not stated)	1	0	0	2	7	-2	0.96	4	3
O=C(NCc1ccc(F)cc1)c1cccc(S(=O)(=O)N2CCOCC2)c1	0.94	6	-10	6	-1	0	0.92	8	3
CC(C)CN(CC(C)C)C(=O)c1cc(S(=O)(=O)N2CCCCC2)c[nH]1	0.99	1	-6	3	-4	1	1.3	-28	1
Cn1c(N)c(C(=O)COc2ccc(Cl)cc2Cl)c(=O)n(C)c1=O	0.99	1	-5	16	1	0	1.2	-17	-18
O=C1c2c([N+](=O)[O-])cc([N+](=O)[O-])cc2S(=O)N1Cc1ccccc1 (configuration not stated)	1	-3	38	16	2	-3	1.1	-12	2
CCCCn1nnc(NC(=O)c2ccc(-c3ccccc3)cc2)n1	0.96	4	-9	-10	-6	-2	0.99	1	0

Going on with the list:
SMILES	mIAP act	mIAP block	A3G deaminase	NLRP3 yeast inh	A3A deaminase	beta cell repl	hIAP activ	hIAP block	SENP1 FRET inh
CCOC(=O)c1sc(=S)n(-c2ccccc2)c1C	0.94	6	12	30	1	0	0.96	4	1
CCOCCCN(C(=O)c1snc(C(N)=O)c1N)C(C(=O)NC1CCCC1)c1ccc(F)cc1 (configuration not stated)	1	0	-5	14	-1	0	1.1	-6	-11
CCOc1ccccc1NC(=O)C1C2CCC3C(CCC21)C3(Cl)Cl (configuration not stated)	0.94	6	-5	0	-4	-2	0.88	12	0
CN(C)CCCOC(=O)c1cc2ccccc2o1	1	-3	10	11	1	-4	0.98	2	1
COCCn1c(=S)[nH]c2ncccc2c1=O	1	0	-9	15	2	-1	0.96	4	2
CCCCc1nnc(NC(=O)CSc2nc(O)c(-c3ccccc3)c(=O)[nH]2)s1	0.96	4	-3	9	-2	-2	1.2	-16	1

Fetched by structure from above (two):
SMILES	mIAP act	mIAP block	A3G deaminase	NLRP3 yeast inh	A3A deaminase	beta cell repl	hIAP activ	hIAP block	SENP1 FRET inh
CCOc1ccccc1NC(=O)C1C2CCC3C(CCC21)C3(Cl)Cl (configuration not stated)	0.94	6	-5	0	-4	-2	0.88	12	0
COCCn1c(=S)[nH]c2ncccc2c1=O	1	0	-9	15	2	-1	0.96	4	2

These rows are one share of the data; the hit share may differ from the screen's.
